Source: PubChem BioAssay (National Center for Advancing Translational Sciences (NCATS))
GLP1R inv ag: GLP-1 receptor (human) inverse agonism. HEK293 GLP-1R CRE-luciferase, luminescence, 24 h; GLP-1R form is constitutively active. Potency, µM (series often up to 38.3 µM), without a hit: at the top dose activity change, negative = inhibition, hits mostly inhibitors. hit rate 1.6% among 410,000. AID 624417; also: potency is read from the fitted curve at half-maximal effect; % is scaled to controls: 0 for no effect and ±100 for the full control effect; nearly all actives have a fitted effect of over 55% in size
Target sequence (P43220 whole entry, looked up): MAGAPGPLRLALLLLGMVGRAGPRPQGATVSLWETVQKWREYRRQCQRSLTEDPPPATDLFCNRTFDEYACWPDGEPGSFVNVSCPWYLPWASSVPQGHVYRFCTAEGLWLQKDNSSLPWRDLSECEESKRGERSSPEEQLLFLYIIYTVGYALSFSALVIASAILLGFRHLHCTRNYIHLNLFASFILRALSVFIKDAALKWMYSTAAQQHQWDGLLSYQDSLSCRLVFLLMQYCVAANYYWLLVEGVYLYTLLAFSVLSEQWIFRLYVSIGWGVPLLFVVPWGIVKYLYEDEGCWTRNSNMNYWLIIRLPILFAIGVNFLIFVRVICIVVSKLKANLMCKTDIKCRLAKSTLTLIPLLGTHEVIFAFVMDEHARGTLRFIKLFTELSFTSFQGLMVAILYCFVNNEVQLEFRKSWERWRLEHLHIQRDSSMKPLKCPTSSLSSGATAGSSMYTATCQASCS
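Inverse agonists were sought by their lowering of basal cAMP reporter luciferase output in HEK293 cells stably carrying constitutively active human GLP-1R, after 24 h compound treatment.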
FUS suppressor: suppressors of FUS proteinopathy in yeast; AID 1347120; S. cerevisiae FUS-expressing, growth rescue, OD600, 24 h; Potency, µM (titrated, usually from 76.6 µM), for inactives: at the highest dose growth rescue (activation), hits mostly activators; hit rate 0.24% among 390,000;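 also: potency is read from the fitted curve at half-maximal effect; plate controls were DMSO vehicle for no effect and reference control for full effect; nearly all actives have a fitted effect of over 55% in size; some results filed as inactive show a strong effect at the top dose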
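Toxicity suppression screen in FUS-yeast. Cells induced with 2% galactose, starting OD 0.005, treated 24hr at 30C with compounds at multiple final concentrations; growth by OD600.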
PTHR1 agonist: agonists of human PTHR1 parathyroid hormone receptor; hit rate 0.075% among 410,000; AID 743266; HEK293 GP2 PTHR1 cells, GloSensor cAMP luminescence, 1 h; Potency, µM (top dose mostly 115 µM), for the others: top-dose activation, hits mostly activators; also: potency is read from the fitted curve at half-maximal effect; nearly all actives have a fitted effect of over 55% in size; some results filed as inactive show a strong effect at the top dose; inactives centre near -15; many of its hits are not listed in these tables
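HEK-293-derived GP2 cells expressing PTHR1 and a GloSensor cAMP reporter, 3,000/well, plated overnight, given luciferin plus IBMX (each 0.5 mM as added) for 1 h at 37 °C, then compound for 1 h at 37 °C. Luminescence was read after 15 min at room temperature.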
D3 antag: D3 dopamine receptor (human) antagonism; max response, negative = inhibition, %; D3R cells, DiscoveRx beta-arrestin luminescence, antagonist mode; stronger effect = lower value; P35462; hit rate 2.5% among 360,000; in the data active = max response below about -50%; inconclusive = no clear call, values can overlap the other calls; also: % is scaled to controls: 0 for no effect and ±100 for the full control effect; mostly tested at two doses, the higher about 12 µM
Target sequence (P35462 whole entry, looked up): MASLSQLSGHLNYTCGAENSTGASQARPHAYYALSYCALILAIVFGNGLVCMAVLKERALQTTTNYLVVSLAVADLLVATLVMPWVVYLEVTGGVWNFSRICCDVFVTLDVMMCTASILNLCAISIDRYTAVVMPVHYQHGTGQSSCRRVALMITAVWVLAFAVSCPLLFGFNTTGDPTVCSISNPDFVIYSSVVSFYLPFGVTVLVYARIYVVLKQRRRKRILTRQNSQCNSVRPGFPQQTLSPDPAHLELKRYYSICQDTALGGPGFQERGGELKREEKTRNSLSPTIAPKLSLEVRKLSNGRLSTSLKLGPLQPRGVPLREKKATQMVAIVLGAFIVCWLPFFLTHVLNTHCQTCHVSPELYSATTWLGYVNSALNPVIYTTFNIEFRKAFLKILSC
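Cells plated overnight at 1500 cells/well, then exposed to library compounds with dopamine controls for 90 minutes at 37 degrees C. DiscoveRx reagent added for 30–60 minutes at room temperature; luminescence read, quantitative HTS format.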
pAkt inh: blocks phosphorylation of Akt | Neuro2A IGF-stimulated pAkt S473 HTRF, 20 min; stronger effect = lower value | activity change, % for hits at 50 µM | hit rate 0.32% among 360,000 | AID 651550; in the data active = activity change below about -80%; inconclusive = mostly about -51% to -80%; also: % is scaled to controls: 0 for no effect and ±100 for the full control effect
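Neuro2A cells in DMEM with 0.5% FBS, overnight at 37 deg C, given compound at single 50 µM final, then IGF (6 nM final) for 20 min at 37 deg C. Lysed; phospho-Akt Ser473 by HTRF after 24 h, 665/615 ratio.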
Abeta yeast res: compounds reversing amyloid beta toxicity in yeast; Potency, µM (top dose mostly 46.1 µM), for inactives: top-dose growth rescue, hits mostly activators; yeast expressing A-beta42, growth rescue, OD600, 48 h; response scale: 0% DMSO, 100% iron-clioquinol control; hit rate 0.063% among 410,000; also: potency is read from the fitted curve at half-maximal effect; nearly all actives have a fitted effect of over 55% in size
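Yeast A-beta toxicity model in growth medium with pinned compounds, 48 h at 30 C; growth read as absorbance at 600 nm. Normalized to FeCl3/clioquinol equimolar mix (positive) and DMSO (negative).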
GLP1R ag: activates the human GLP-1 receptor; P43220; Potency, µM (titrated, usually from 45.6 µM), for the others: at the top dose activation, most hits filed as activators; AID 624172; hit rate 0.007% among 380,000; HEK293 GLP-1R CRE-luciferase, luminescence, 4-6 h; cells express a hypersensitive GLP-1R form; also: potency is read from the fitted curve at half-maximal effect; % of control where 0% means no effect
TDP43 rescue: rescues yeast growth from TDP-43 toxicity; Potency, µM (doses to about 46.1 µM), for inactives: at the top dose growth rescue (activation), hits mostly activators; TDP-43 expressing yeast growth rescue, BacTiter-Glo, 24 h; AID 652104; hit rate 1.8% among 410,000; also: potency is read from the fitted curve at half-maximal effect; % of control where 0% means no effect; nearly all actives have a fitted effect of over 50% in size
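Yeast cells expressing TDP-43 under galactose induction are exposed to compounds for 24 hr at 30 deg C. BacTiter-Glo luminescence measures growth, so protective compounds score as activators.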
aSyn yeast inh: rescues yeast growth from alpha-synuclein toxicity; Yeast expressing alpha-synuclein, growth rescue, BacTiter-Glo, 24 h; Potency, µM (highest dose often 46.1 µM), for the others: top-dose growth rescue (activation), hits mostly activators; hit rate 0.14% among 370,000; AID 652106; also: potency is read from the fitted curve at half-maximal effect; % of control where 0% means no effect; nearly all actives have a fitted effect of over 65% in size
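Readout is rescue of growth in alpha-synuclein-expressing yeast, so inhibitors of toxicity appear as activators. Growth after 24 hr at 30 deg C in galactose medium is quantified by luminescence.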
* hit, by the source's call; i = inactive; ? = inconclusive; / = no result given; & = joins results of further samples; [ ] = dose if it differs, or a comment. Unless noted, calls follow the shape of the dose curve; as a rule, active = well fitted curve in the direction sought with a large enough effect; inconclusive = small, poorly fitted or top-dose-only effect, or another doubt; inactive = no such curve, though single readings can be large; an effect the other way counts as inactive or inconclusive.

SMILES	GLP1R inv ag	FUS suppressor	PTHR1 agonist	D3 antag	pAkt inh	Abeta yeast res	GLP1R ag	TDP43 rescue	aSyn yeast inh
O=C(CN1CCCCC1)Nc1ccc(C(F)(F)F)cc1Cl	-22.1%	10.7%	-16.5%	-4.8	i	-9.6%	4.9%	-17.5%	-2.8%
CCOC(=O)C1CCN(CCC(=O)Nc2ccc(Br)c(C)c2)CC1	?	-0.9%&3.5%	-13.3%&-11.4%	-28.1	i	-5.4%&-20.3%	-29.8%	-18.4%&-6.1%	-1.3%
COc1ccc(S(=O)(=O)Nc2ccccc2C(=O)NCc2cccnc2)cc1C	3.9%	9.7%	-7.6%	-3.7	i	-0.8%	-0.6%	20.5%	3.2%
COc1ccc(C(=O)COC(=O)/C=C/c2ccccc2)cc1	1.9%	9.5%	i	2.3	i	0.7%	-5.0%	2.4%	-5.0%
CCCC(NC(=O)CCc1c(C)c2cc3c4c(oc3c(C)c2oc1=O)CCCC4)C(=O)O (stereo unspecified)	19.0%	29.3%	-29.4%	9.6	i	-17.6%	12.7%	-4.2%	14.2%
CN(CC(=O)NCCc1ccccc1)CC(=O)Nc1cccc(F)c1	7.8%	-5.5%	-25.5%	-7.6	i	-4.6%	2.2%	2.1%	-0.9%
COC(=O)c1ccc(C2C(C(=O)c3ccc(C)o3)=C(O)C(=O)N2c2cc(C)on2)cc1 (stereo unspecified)	-10.2%	?	-56.8%[inhibitor]	-2.9	i	10.7%	-4.7%	8.7%	1.5%
CCOc1ccccc1NC1=C(Cl)C(=O)N(c2ccc(OC)cc2)C1=O	14.4%	/	-22.3%	-13.8	i	-7.3%	-0.8%	-1.3%	-16.8%
O=C(O)c1ccc(O)c(N2C(=O)Nc3ccccc3N2O)c1	2.3%	-6.5%	i	-9.0	i	-8.1%	9.5%	15.8%	-6.6%
Cc1ccc(NC(=O)c2ccc(CN3C(=O)CCn4nc(C)cc43)cc2)c(Cl)c1	-0.9%	16.7%	i	/	/	-4.1%	/	9.4%	/
CCOc1ccccc1CN1CCN(Cc2ccon2)CC1CCO (stereo unspecified)	15.1%	11.6%	-9.3%	-10.1	i	-1.8%	15.5%	-23.2%	3.1%
Cc1ccn2c(=O)cc(COc3ccc(NC(=O)C(C)(C)C)cc3)nc2c1	-7.4%	-20.7%	-0.5%	/	/	-8.2%	/	9.9%	/
Cc1ccc(OCC(=O)N2CCN(C(=O)c3cccs3)CC2)cc1	5.7%	4.0%	-1.5%	0.9	i	1.5%	-9.4%	6.4%	27.6%
Cc1ccc(CNC(=O)c2c3c(nc4ccccc24)C(=O)N(C2CCCCC2)C3)cc1	11.2µM*	36.6%	-19.8%	/	/	8.4%	/	18.5%	/
Cc1ccc(C(=O)N2CCC(N3CCC(C(=O)N4CCOCC4)CC3)CC2)cc1	7.0%	-17.8%	i	32.4	i	-4.7%	-2.3%	4.8%	2.3%
CCN(CC)S(=O)(=O)c1ccc(Cl)c(NC(=O)COC(=O)c2ccc([N+](=O)[O-])o2)c1	-1.3%	-18.1%	i	6.0	i	-62.0%[inhibitor]	-2.5%	2.8%	-0.8%
CN(C)S(=O)(=O)N1CCC(Oc2ccc(C(=O)N3C[C@H]4CC[C@H]3C4)cc2)CC1	18.7%	/	-55.8%[inhibitor]	6.0	i	-17.4%	3.3%	-10.0%	4.0%
COc1ccc(C(C)=O)cc1COC(=O)c1ccc2ccccc2n1	9.5%	5.1%	-1.5%	3.4	i	13.5%	12.0%	1.1%	-0.1%
Cc1nc(-c2ccc(S(=O)(=O)N3CCOCC3)cc2)cs1	0.1%	0.8%	i	12.7	i	11.2%	10.5%	9.5%	2.7%
N#CC(/C(=N/S(=O)(=O)c1cccs1)c1ccccc1)c1nc2ccccc2[nH]1 (stereo unspecified)	6.7%	/	-24.0%	7.0	i	14.4%	-0.1%	8.9%	-7.5%
CCC(C)(C)NC(=O)CN(C(=O)CCC(=O)Nc1ccccn1)c1ccc(F)c(Cl)c1	-27.9%	39.6%	-5.1%	0.3	i	-7.3%	-0.5%	-1.5%	0.7%
CCOc1cc(CNC(=O)CN2C(=O)c3ccccc3S2(=O)=O)ccc1OC	9.3%	2.6%	-1.9%[57.5 µM]	18.1	i	9.3%	8.9%	9.2%	7.7%
Cc1nnc(SCC(=O)Nc2nnc(SCc3cccc(Br)c3)s2)s1	9.4%	/	-11.5%	-1.8	i	-8.5%	-18.0%	9.8%	2.9%
COc1cccc(/C=C/C(=O)OCC(=O)NC2CCCCCC2)c1	-2.3%	-5.3%	i	31.5	i	4.1%	-1.8%	11.4%	-2.2%
O=C(CNc1cccc([N+](=O)[O-])c1)NCCCc1ccccc1	?	8.1%	-67.4%[inhibitor]	-21.6	i	-12.6%	6.4%	0.2%	0.0%
Cc1ccc(C(=O)Nc2ccccc2C(=O)N2CCOCC2)cc1[N+](=O)[O-]	13.9%	-12.3%	i	3.6	i	6.4%	-3.6%	0.0%	1.3%
Oc1ccc(C2C=C(c3ccc(F)cc3)Nc3ncnn32)cc1 (stereo unspecified)	5.8%	13.9%	?	-3.9	i	-2.1%	-7.2%	-4.8%	-2.3%
CCOC(=O)c1cc2c(n(-c3ccc(Cl)cc3)c1=O)CCCC2=O	-7.3%	15.9%	i	-20.2	i	-2.3%	6.9%	-0.6%	0.3%
CN1C(=O)C2(CCCCC2)C1c1ccccc1 (stereo unspecified)	2.7%	-12.4%	-23.4%	-76.5*	i	5.0%	7.3%	41.3%	-7.8%
O=C(c1c(F)cccc1F)N1CCN(CCOc2ccccc2)CC1	24.0%	10.1%	-21.1%	?	i	-11.6%	1.4%	-13.8%	-8.9%

3 compounds from above, limited to aSyn yeast inh:
compound | aSyn yeast inh
O=C(CNc1cccc([N+](=O)[O-])c1)NCCCc1ccccc1 | 0.0%
Cc1ccc(C(=O)Nc2ccccc2C(=O)N2CCOCC2)cc1[N+](=O)[O-] | 1.3%
Oc1ccc(C2C=C(c3ccc(F)cc3)Nc3ncnn32)cc1 (stereo unspecified) | -2.3%

(listing goes on)
SMILES	GLP1R inv ag	FUS suppressor	PTHR1 agonist	D3 antag	pAkt inh	Abeta yeast res	GLP1R ag	TDP43 rescue	aSyn yeast inh
COc1ccc(/C(N)=N/OC(=O)c2cccs2)cc1OC	136.2%[activator]	18.5%	-9.2%	15.1	i	-39.2%[inhibitor]	23.4%	22.4µM*	3.4%
CCCOC(=O)C1NC(=O)N2C(C(=O)OCCC)C(C)(C)S[C@H]12 (stereo partly specified)	-8.0%	-8.5%	i	18.5	i	16.8%	-2.8%	23.0%	7.7%
CC1CCN(C(=S)NCCc2ccccc2)CC1	0.0%	9.6%	i	-26.5	/	14.0%	0.1%	1.9%	-0.7%
COC(=O)[C@]12CCCCC=C1N(CCC1=CCCCC1)C(=O)[C@H](CC(=O)N1CCN(C(=O)C3CC3)CC1)C2	-18.1%	33.6%	i	-17.1	i	-0.1%	7.8%	0.0%	21.9%
O=C1C2=C(CCCC2)C(=O)N1c1cccc(OCCBr)c1	31.9%[activator]	/	i	25.6	i	-21.2%	-2.0%	26.1%	2.4%
N#Cc1c(N)nc(SCC(=O)OCc2ccccc2)c(C#N)c1-c1ccco1	5.0%	12.6%	-22.5%	-11.4	i	-2.7%	16.9%	29.1%	1.0%
COc1ccc(OC)c(/C=N/NC(=O)CNC(=O)c2ccc(S(=O)(=O)N3CCOCC3)cc2)c1	2.7%	20.7%	-24.1%	5.6	i	-22.8%	2.6%	5.9%	-4.9%
CC(OC(=O)C1COc2ccccc2O1)C(=O)N(C)c1ccccc1 (stereo unspecified)	13.6%	6.8%	i	13.3	i	-3.2%	0.5%	11.5%	-1.4%
CN1/C(=C/C(=O)COC(=O)C2COc3ccccc3O2)C(C)(C)c2ccccc21 (stereo unspecified)	-4.8%	-5.4%	i	7.4	i	3.7%	3.2%	31.6µM*	1.6%
CC1CCCC(NC(=O)Cn2cc(Br)ccc2=O)C1C (stereo unspecified)	-2.5%	/	-34.8%	-23.3	i	?	-2.7%	6.1%	1.4%
Cc1ccccc1-n1c(C)nnc1SCC(=O)N(C)C1CCS(=O)(=O)C1 (stereo unspecified)	12.0%	-19.2%	6.9%	2.3	i	?	-7.1%	13.1%	-10.4%
CC(C)C(=O)NC(C)C(c1cccs1)N1CCN(C)CC1 (stereo unspecified)	0.0%	-10.2%	i	8.1	/	6.0%	-7.3%	-21.8%	-1.2%
CC(=O)Nc1cccc(-c2cc(NC=O)c3ncc(-c4ccc(F)c(Cl)c4)n3c2)c1	?	?	i	58.6	i	5.4%	8.4%	16.0%	13.1%
O=C(CCC(=O)N1CCOc2ccccc21)Nc1ccccc1Cl	-15.4%	-7.9%	i	-0.8	i	8.7%	12.9%	0.0%	3.0%
COCC(C)NCC(=O)NC(C)CCc1ccccc1 (stereo unspecified)	0.1%	/	-11.0%	?	i	6.3%	8.5%	2.4%	0.3%
CCC(C(=O)O/N=C(\N)c1ccc(C)cc1)c1ccccc1 (stereo unspecified)	?	-4.3%	i	0.1	i	7.1%	-3.9%	5.4%	-34.8%[inhibitor]

A portion of the library, so the mix of outcomes need not match the whole.
